Source: PubChem (Southern Research Specialized Biocontainment Screening Center)
VEEV TC-83 Vero = inhibitors of VEEV TC-83 cytopathic effect, confirmation, Vero cells (AID 588727). 350,000 compounds, 0.13% hits. one-dose inhibition, % at 20 µM; IC50 in µM for titrated hits. Vero cells, VEEV TC-83 cytopathic effect inhibition; higher % means a stronger effect; in the data active = a potency from the dose series; inconclusive = inhibition mostly from about 14% at the one dose, without a potency; inactive = the rest, 99 in 100 with inhibition below about 12%; note: strong numbers were not always called active
PhoP GFP inhibition = PhoP regulon inhibitors, Salmonella typhi PhoP promoter GFP reporter, confirmatory (AID 1850) | Salmonella Typhi PhoP-promoter GFP reporter, fluorescence, 4 h; higher % means a stronger effect | inhibition, % at 50 µM, or IC50 in µM where a hit was titrated | 310,000 compounds, 0.33% hits; in the data active = a potency from the dose series; inconclusive = inhibition mostly from about 25% at the one dose, without a potency; inactive = the rest, 99 in 100 with inhibition below about 19%;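 note: 0% = induced wells with vehicle and 100% = uninduced wells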
tuberculosis growth = growth inhibition of non-replicating M. tuberculosis (AID 488890) | inhibition, % at 25 µM; hits with a dose series show IC50 in µM | 320,000 compounds, 0.39% hits | Mycobacterium tuberculosis non-replicating, growth inhibition; higher % means a stronger effect; in the data active = a potency from the dose series; inconclusive = inhibition mostly from about 82% at the one dose, without a potency; inactive = the rest, 99 in 100 with inhibition below about 76%;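 note: plate controls were DMSO cells for no effect and high antibiotic wells for full effect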
M. tuberculosis HTS = M. tuberculosis growth inhibition, HTS (AID 449762); 330,000 compounds, 0.59% hits; M. tuberculosis H37Rv growth inhibition, 7H9 media; higher % means a stronger effect; inhibition, % at 25 µM, or IC50 in µM where a hit was titrated; in the data active = a potency from the dose series; inconclusive = inhibition above about 70% without an active follow-up result;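 note: bacterial growth assessed after seven days of incubation; strong numbers were not always called active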
H1N1 NS1A inhibition = H1N1 influenza NS1A inhibitors, functional cell based assay (AID 504329). inhibition, % at 12.5 µM; hits with a dose series show IC50 in µM. NS1A functional cell-based assay, percent inhibition; higher % means a stronger effect. 340,000 compounds, 0.3% hits; in the data active = a potency from the dose series; inconclusive = inhibition above about 27% without an active follow-up result; note: strong numbers were not always called active
VEEV TC-83 Vero 10K pilot screen = recorded beside VEEV TC-83 Vero, whose call it bears; inhibition, %; measured here: 10K pilot screen inhibition
The depositor's hits bear a star; i = inactive; ? = inconclusive; nt = not tested or not shown.

SMILES	VEEV TC-83 Vero	PhoP GFP inhibition	tuberculosis growth	M. tuberculosis HTS	H1N1 NS1A inhibition	others
COc1ccc(NC(=O)C(=S)N2CCCC2)cc1	i	17%	-3%	-4%	4%
COc1ccc2[nH]c(=O)c(NC(N)=S)nc2c1	0.5%	-11%	2%	-7%	6%
COn1c(C)c(C(C)=O)c2c3no[n+]([O-])c3ccc21	0.9%	2%	7%	-9%	-6%
CSc1nnc(-c2cc(C)on2)n1-c1ccccc1	1.4%	4%	-1%	nt	-4%
COCCCN1C(=O)c2ccccc2C1C(=O)NC1CCCCCC1 (stereo unspecified)	1.3%	-4%	-6%	-10%	-2%
Cn1c(SCC(=O)Nc2ccccc2Oc2ccccc2)nnc1C1CC1	0.8%	nt	-12%	10%	-14%
CCn1c(SCC(=O)N2CCCCC2)nc2c(c1=O)SCC2	3.4%	-17%	-4%	-9%	-1%
CC1CC(C)CN(C(=O)CSc2nc(Cc3cccs3)nc3ccccc23)C1 (stereo unspecified)	7.7%	-7%	13%	1%	-6%
CCCOC(=O)c1ccc(NC(=O)C(=O)NCC2CCCO2)cc1 (stereo unspecified)	0.5%	-1%	31%	?	16%
C=CCOc1ccc(/C(O)=C2\C(=O)C(=O)N(CCCOC)C2c2ccncc2)cc1 (stereo unspecified)	1.4%	0%	-14%	-2%	-12%	VEEV TC-83 Vero 10K pilot screen=0.5
Cc1ccc(C(=O)N/C(=C\c2ccc(Br)cc2)c2nc(=S)[nH][nH]2)cc1	7.3%	17%	?	?	-1%
O=C1/C(=C\c2ccc(-c3ccccc3Cl)o2)SC(=S)N1CC1CCCO1 (stereo unspecified)	2.3%	5%	-8%	-6%	7%
CCn1c(NCc2ccco2)nc2c1c(=O)n(C)c(=O)n2C	0.4%	2%	-3%	-15%	-1%
CC(C)(C)C(=O)O[C@H]1CC[C@@]2(C)C(=CC(=O)C3C2CC[C@]2(C)C(=O)[C@@H](F)CC32)C1 (stereo partly specified)	0.5%	nt	46%	-1%	3%
O=C(Cn1cnc2c(oc3ccccc32)c1=O)NCc1ccccc1	1.2%	4%	nt	-11%	31%
COc1ccccc1C(=O)NC(CCSC)C(=O)NC1CCCCCC1 (stereo unspecified)	i	3%	6%	-6%	-5%
O=C(O)CCc1nn2c3ccccc3n(CC(=O)c3ccccc3)c2nc1=O	1.1%	2%	-11%	2%	-1%
CN(C)S(=O)(=O)Oc1ccsc1C(=O)Nc1cccc(Cl)c1	3.3%	-1%	42%	-3%	2%	VEEV TC-83 Vero 10K pilot screen=0.8
CCc1ccccc1NC(=O)CSc1nc(C)c(C)o1	2.1%	-10%	16%	3%	-9%
CCOc1cc(S(=O)(=O)Nc2ccncc2)ccc1F	0.6%	-2%	-23%	-2%	-15%
COc1cccc(COC(=O)C2CCN(S(=O)(=O)c3cccs3)CC2)c1OC	7.3%	-3%	38%	-2%	-3%
O=C(CN1CCOCC1)NN=C1CCCCCCCCCCC1	i	4%	-28%	-4%	0%
Cc1nc(-c2ccc(F)cc2)c(CC(=O)N(C)CC(=O)Nc2ccccc2Br)s1	i	-2%	-4%	-4%	11%
CCCn1c(C(C)Nc2nc(-c3cc(Cl)c(N)c(Cl)c3)cs2)nc2cc(Cl)c(N3CCCCC3)cc21 (stereo unspecified)	3.3%	-33%	-6%	16%	-9%
CCCCc1ccc(NC(=S)NCc2cccc(OC)c2)cc1	i	-8%	45%	43%	3%

Entries listed so far containing two or more sulfur atoms:
SMILES	VEEV TC-83 Vero	PhoP GFP inhibition	tuberculosis growth	M. tuberculosis HTS	H1N1 NS1A inhibition	others
CCn1c(SCC(=O)N2CCCCC2)nc2c(c1=O)SCC2	3.4%	-17%	-4%	-9%	-1%
CC1CC(C)CN(C(=O)CSc2nc(Cc3cccs3)nc3ccccc23)C1 (stereo unspecified)	7.7%	-7%	13%	1%	-6%
O=C1/C(=C\c2ccc(-c3ccccc3Cl)o2)SC(=S)N1CC1CCCO1 (stereo unspecified)	2.3%	5%	-8%	-6%	7%
CN(C)S(=O)(=O)Oc1ccsc1C(=O)Nc1cccc(Cl)c1	3.3%	-1%	42%	-3%	2%	VEEV TC-83 Vero 10K pilot screen=0.8
COc1cccc(COC(=O)C2CCN(S(=O)(=O)c3cccs3)CC2)c1OC	7.3%	-3%	38%	-2%	-3%

Going on with the list:
SMILES	VEEV TC-83 Vero	PhoP GFP inhibition	tuberculosis growth	M. tuberculosis HTS	H1N1 NS1A inhibition	others
COC(=O)c1cc(NS(=O)(=O)c2ccc(NC(C)=O)cc2)cc(C(=O)OC)c1	3.9%	4%	-2%	-6%	1%
CCOC(=O)C1=CNS(=O)(=O)NC1c1ccc2ccccc2c1 (stereo unspecified)	0.3%	nt	nt	nt	0%
Cc1ccc(C(=O)N2CCN(C(=O)CN3CCCC3)C2)cc1	0.6%	-18%	4%	-3%	6%
CN1CCN(Cc2oc(CO)cc(=O)c2O)CC1	i	0%	-1%	-11%	0%
Cc1ccc(C)c(N2CCN(CCCNC(=O)Cn3cc4c(n3)CCC(C)C4)CC2)c1 (stereo unspecified)	i	5%	72%	3%	1%
O=c1[nH]nc2c3ccccc3cnn12	0.4%	-6%	-15%	-7%	-7%
CCCCN(C)CCCNC(=O)CCn1nc(-c2ccccc2)ccc1=O	i	6%	-12%	2%	-3%
CCCCC(=O)NC(NC(=O)CCCC)c1ccc(OCCC)c(OC)c1	0.7%	3%	-7%	10%	0%
Oc1ccc(C=NNc2ccccn2)c(O)c1	11%	nt	nt	nt	2.7µM*
O=C(CSc1nnnn1-c1ccccc1)NCC1(N2CCCCC2)CCCCC1	2.8%	nt	22%	-9%	-7%
COc1ccc([C@@H]2[C@H]3C(=O)N(c4cccc(C(F)(F)F)c4)C(=O)[C@H]3ON2C)cc1	2.1%	5%	-5%	-11%	4%
CCN(CC(=O)Nc1ccc2c(c1)OCO2)Cc1nc2ccccc2c(=O)[nH]1	1.8%	-6%	0%	-2%	1%
CCN(CC)CCNC(=O)C12CC3CC(CC(C3)C1)C2	1.6%	-2%	0%	-1%	-6%
COc1ccc(Sc2cc(C(F)(F)F)nc(-c3ccccn3)n2)cc1	i	-4%	45%	-11%	-8%
CS(=O)(=O)Nc1ccccc1NS(C)(=O)=O	0.2%	-5%	-3%	-6%	nt
CC(Sc1nc2ncc(Cl)cc2[nH]1)C(=O)NC1(C#N)CCCCC1 (stereo unspecified)	i	nt	-6%	-2%	5%
O=C1C=C(c2cccc(Br)c2)C[C@@H](c2ccc(F)cc2)C1	i	nt	35%	20%	13%
COc1ccccc1N1CCN(Cc2cccs2)CC1	i	-6%	3%	-5%	1%
CC12CCC(=O)N1C(C(=O)NNC(=O)c1ccc(Br)cc1)CS2 (stereo unspecified)	1.1%	nt	0%	-12%	-1%
N/C(Cc1ccc(Cl)cc1)=N\OC(=O)Cc1ccc([N+](=O)[O-])cc1	0.2%	-10%	68%	-7%	4%
CCCN1CCC(=NNc2ccc(S(=O)(=O)N(CC)CC)cc2[N+](=O)[O-])CC1	11%	8%	-5%	-2%	8%
COc1cc(OC)cc(C(=O)Nc2c(F)cccc2F)c1	5.3%	3%	2%	3%	3%
CCc1c(C(=O)N2CCN(c3ccccc3F)CC2)[nH]c(C)c1C(C)=O	5.6%	-9%	0%	-5%	8%
CCn1c(SCC(=O)Nc2ccccc2F)nnc1-c1cnccn1	0.4%	2%	17%	6%	-3%
CC(=O)c1csc(COc2cc(Cl)cc(Cl)c2)n1	1.4%	0%	10%	-1%	-1%

The results go on:
SMILES	VEEV TC-83 Vero	PhoP GFP inhibition	tuberculosis growth	M. tuberculosis HTS	H1N1 NS1A inhibition	others
COc1ccc(CN2CCC(Oc3ccc(C(=O)N4CCCC4)cc3)CC2)c(F)c1	1.9%	-11%	7%	-1%	-2%
O=C1c2ccccc2C(=O)N1c1ccc(S(=O)(=O)N2CCCCC2)cc1	0.4%	-5%	13%	-5%	-3%
CC(C)Oc1ccccc1/C=N/NC(=O)C1CCCC1	5.0%	-10%	-2%	0%	7%
CC(C)c1ccc(N2C(=O)C(Cl)=C(N3CCOCC3)C2=O)cc1	0.8%	-3%	61%	8%	8%
Cc1c(/C=N/NC(=O)c2ccc3c(c2)OCO3)cnn1C	3.4%	33%	nt	-1%	-22%	VEEV TC-83 Vero 10K pilot screen=0.1
CCn1c(SCC(=O)Nc2ccc(OC)c(S(=O)(=O)N3CCCCC3)c2)nnc1C1CC1	0.5%	nt	nt	nt	-1%
Cc1ccc(NC(=O)N2CCC(C(=O)NCc3ccc(F)cc3)CC2)cc1	i	-3%	4%	-6%	7%
COc1ccc(NC(=O)COc2ccccc2Cc2ccccc2)cn1	4.0%	nt	18%	-3%	-5%
COc1ccccc1-c1nnc(NC(=O)Cc2ccccc2)o1	1.3%	12%	-9%	25%	-5%
Cc1cc(=O)oc2cc(NC(=O)Cc3ccccc3[N+](=O)[O-])ccc12	0.8%	-7%	-12%	-1%	-6%
COC(=O)Nc1cc(C(=O)c2ccc(Cl)cc2Cl)c[nH]1	1.1%	-1%	70%	10%	0%
COc1ccccc1CNC(=O)C1CC(c2c(Cl)cccc2Cl)=NO1 (stereo unspecified)	6.7%	-9%	6%	-5%	2%
CC(C)c1ccc(NC2CCCN(C(=O)CCN3CCOCC3)C2)cc1 (stereo unspecified)	0.7%	7%	-4%	8%	7%
Cc1ccccc1-n1c(SCC(=O)N2CCOCC2)nc(O)c(Cc2ccccc2)c1=O	3.2%	-37%	-6%	12%	8%
O=C(O)c1cccc(C(=O)Cc2ccccc2)c1	1.1%	-9%	3%	3%	6%
CC(C)CN1C(=O)C(=O)N(CC(=O)Nc2cccc(Cl)c2Cl)C1=O	4.3%	nt	3%	-9%	-11%
COc1ccc(-c2c(-c3ccc(OC)c(F)c3)c3ccccc3n2C)cc1	5.4%	nt	50%	-2%	13%
Cc1c(NC(=O)CN2C(=O)C(=O)N(Cc3ccccc3)C2=O)c(=O)n(-c2ccccc2)n1C	i	-25%	-8%	-3%	-4%
Cc1ccc(-c2nc3ncccc3o2)cc1NC(=O)c1ccccc1	0.4%	-4%	-5%	-1%	-1%
COc1cc(C(=O)NC(c2ccccc2)c2ccccc2)cc(OC)c1C	0.5%	-1%	-1%	6%	7%
CC(=O)Oc1ccccc1/C=C1\CCOC1=O	1.0%	5%	0%	0%	-3%
Cc1c(C(=O)Nc2cccnc2Cl)oc2ccccc12	0.1%	11%	-14%	-2%	-8%
O=C(N/N=C/c1cc2c(cc1Cl)OCO2)c1cc(-c2ccccc2)n[nH]1	8.8%	-6%	-13%	-4%	-1%
O=C(Cn1c(=O)oc2cc(S(=O)(=O)NCc3ccccc3)ccc21)NCc1ccco1	0.2%	1%	nt	-6%	6%
Cc1ccc(C)c(-c2nnc(NC(=O)CS(=O)(=O)c3ccccc3)o2)c1	1.3%	-2%	?	?	1%

Following part
SMILES	VEEV TC-83 Vero	PhoP GFP inhibition	tuberculosis growth	M. tuberculosis HTS	H1N1 NS1A inhibition	others
O=C(NCc1ccco1)/C(=C/c1cccnc1)NC(=O)c1ccco1	2.7%	-13%	0%	-2%	-4%
CC[C@]1(c2ccccc2OC)C(=O)N(C(=O)OC)N1C(=O)OC	i	-15%	-17%	-1%	2%
O=C(CCN1C(=O)c2cccc3cccc(c23)C1=O)Nc1ccccc1	1.2%	4%	1%	10%	-6%
O=C(Nc1cccc(S(=O)(=O)NCc2ccco2)c1)c1ccc(Cl)cc1	i	nt	1%	-6%	6%
C=CCc1cccc(CNc2c(C)n(C)n(-c3ccccc3)c2=O)c1O	1.6%	-4%	-18%	36%	-2%	VEEV TC-83 Vero 10K pilot screen=1.7
Oc1cccc2ccc(N3CCOCC3)nc12	i	-3%	-2%	6%	-22%
Cc1ccc(CS(=O)Cc2ccc(C(=O)N3CCN(c4ccccn4)CC3)o2)cc1 (stereo unspecified)	1.9%	-9%	4%	-6%	-8%
CC(C)C(O)(CC#CCN1CCCC1)c1ccccc1 (stereo unspecified)	0.4%	2%	3%	-1%	-7%
CN(C)C(CNC(=O)CSC(=S)N1CCCC1)c1ccccc1 (stereo unspecified)	i	nt	-1%	-7%	-13%
COc1cccc(C(=O)COC(=O)c2cccs2)c1	2.3%	-4%	58%	-20%	-1%
Cc1ccc(N(CC(=O)Nc2ccc(C)cc2C)S(=O)(=O)N2CCCC2)cc1	1.1%	-8%	8%	-4%	4%
CCC(C)Nc1nc(-c2c[nH]c3ccccc23)cs1 (stereo unspecified)	6.9%	0%	34%	?	5%
CC(=O)Nc1ccc(NC(=O)C(C)OC(=O)CNS(=O)(=O)c2ccc(Br)cc2Cl)cc1 (stereo unspecified)	0.3%	-4%	13%	1%	-12%
Cc1ccccc1Nc1nnc(SCc2cc(=O)n3ccsc3n2)s1	1.1%	0%	-5%	-7%	4%
